Screening data (PubChem)
MsrA inhibitor: inhibitors of bovine MsrA; AID 651718; inhibition, % at 15.5 µM; actives 0.75% (n = 360,000); purified bovine MsrA, absorbance read-out; in the data active means inhibition above about 4.5%;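 further: 0% = vehicle wells with enzyme and 100% = reference inhibitor wells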
STEP block: blocks human striatal-enriched tyrosine phosphatase | P54829 | inhibition, % at 20 µM | AID 588621 | actives 0.25% (n = 360,000) | recombinant STEP, OMFP fluorogenic substrate, fluorescence;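 active means inhibition at 20 µM, scaled per plate between control wells, above about 37%, limit read from the data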;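 further: 0% = DMSO with enzyme and substrate and 100% = substrate only without enzyme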
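Test system: STEP tyrosine phosphatase / Reagent: OMFP at 25 µM / Doses: 20 µM, 1% DMSO / Read-out: percent inhibition scaled to no-enzyme and uninhibited-enzyme controls, plate-pattern corrected / Detection: FITC-channel fluorescence of OMFP product / Medium: Bis-Tris buffer pH 6.0, 2.5 mM DTT, 0.005% Tween 20 / Schedule: 20 min at room temperature, dark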
bovine MsrA act: activates bovine MsrA enzyme. purified bovine MsrA, absorbance read-out. activation, % at 10.6 µM. actives 0.3% (n = 360,000). AID 602163; in the data active means activation above about 7.5%;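 further: 0% = vehicle and 100% = reference activator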
CendR NRP1 mod: modulators of CendR peptide binding to human neuropilin-1. O14786. FAM-RPARPAR peptide binding to NRP-1, fluorescence polarization. inhibition, % at 25 µM. actives 0.85% (n = 360,000). AID 602438;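 active means inhibition or corrected inhibition above about 18%, plus a signal ratio from 0.5 to 1.5, limit read from the data, passing the limit was not always enough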; further: strong numbers were not always called active
Scp-1 inhibitor: Scp-1 (human) phosphatase inhibition; Q9GZU7; Recombinant Scp1, phosphopeptide, malachite green phosphate absorbance; inhibition, % at 20 µM; actives 0.88% (n = 340,000);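 active means inhibition above about 50% at 20 µM, limit read from the data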;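 further: plate controls were DMSO wells with enzyme for no effect and wells lacking enzyme for full effect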
Target sequence (Q9GZU7 76-261 limits assumed): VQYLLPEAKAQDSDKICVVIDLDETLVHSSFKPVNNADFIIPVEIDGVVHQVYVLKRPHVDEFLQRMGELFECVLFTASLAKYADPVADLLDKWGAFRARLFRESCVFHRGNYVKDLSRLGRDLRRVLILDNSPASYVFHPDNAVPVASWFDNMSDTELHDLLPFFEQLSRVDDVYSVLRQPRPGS
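Material: truncated SCP-1 phosphatase (76-261aa) / Buffer or medium: 50 mM Tris acetate pH 5.5, 0.005% Tween-20, 10 mM MgCl2 / Compound dosing: one concentration, 20 µM, with 1.0% DMSO / Incubation: 45 min room-temperature reaction, 5 min colour, 30 min stabiliser / Detection: colorimetric free-phosphate detection, absorbance 630 nm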
TbMetRS inhib: blocks T. brucei methionyl-tRNA synthetase activity. purified T. brucei MetRS, ATP depletion, Kinase-Glo luminescence. actives 0.4% (n = 360,000). inhibition, % at 11.9 µM;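 active means inhibition above a per-plate cutoff of the control wells' mean inhibition plus 3 SD, cut at about 5.5% in these data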;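 further: 0% = DMSO wells median and 100% = median of wells with control inhibitor compound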
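System: purified T. brucei MetRS enzyme / Detection: Kinase-Glo luciferase luminescence reporting remaining unconsumed ATP / Medium: HEPES buffer with MgCl2, KCl, DTT, spermine, BSA, pyrophosphatase / Replication: singlicate, one well per compound / Evaluation: percent inhibition relative to median high and low control wells / Schedule: 2 h aminoacylation at 25 °C after 15 min preincubation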
SUMO1-SIM PPI: SUMO1-SIM interaction modulation | SUMO1 binding to a labelled peptide, TR-FRET, 1 h | AID 602429 | actives 0.33% (n = 360,000) | P63165 | inhibition, % at 20 µM; in the data active means inhibition above about 37%
eLon inh: inhibitors of E. coli Lon protease | actives 0.42% (n = 360,000) | inhibition, % at 7.94 µM | purified E. coli Lon protease, fluorescence polarization | P0A9M0; in the data active means inhibition above about 13%, passing the limit was not always enough;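 further: 0% = enzyme with probe and DMSO and 100% = no enzyme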
Target sequence (P0A9M0 whole entry, looked up): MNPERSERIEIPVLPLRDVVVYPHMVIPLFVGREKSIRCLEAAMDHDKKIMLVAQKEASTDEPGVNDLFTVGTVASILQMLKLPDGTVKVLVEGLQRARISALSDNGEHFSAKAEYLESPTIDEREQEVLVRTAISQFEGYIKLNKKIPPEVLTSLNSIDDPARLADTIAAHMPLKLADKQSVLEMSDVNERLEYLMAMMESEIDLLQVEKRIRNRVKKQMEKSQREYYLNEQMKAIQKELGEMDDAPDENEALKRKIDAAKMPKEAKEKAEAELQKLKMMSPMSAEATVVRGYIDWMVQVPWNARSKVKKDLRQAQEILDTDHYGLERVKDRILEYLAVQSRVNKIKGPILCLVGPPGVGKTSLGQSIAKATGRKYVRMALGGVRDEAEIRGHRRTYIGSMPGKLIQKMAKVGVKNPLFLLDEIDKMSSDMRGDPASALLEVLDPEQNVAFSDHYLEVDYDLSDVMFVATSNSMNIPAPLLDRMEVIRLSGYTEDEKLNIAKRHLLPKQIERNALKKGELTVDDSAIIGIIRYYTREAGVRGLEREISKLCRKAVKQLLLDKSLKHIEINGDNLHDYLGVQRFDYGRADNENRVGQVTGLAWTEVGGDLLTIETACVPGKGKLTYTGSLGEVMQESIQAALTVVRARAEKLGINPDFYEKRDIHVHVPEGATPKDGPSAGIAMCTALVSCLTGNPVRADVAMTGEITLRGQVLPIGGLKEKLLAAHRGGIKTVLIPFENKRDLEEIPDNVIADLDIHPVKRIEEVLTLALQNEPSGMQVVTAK
DNMT1 inh: DNMT1 (human) enzyme inhibition; AID 588458; DNMT1 molecular beacon, Hinp1I cleavage, fluorescence; inhibition (reported as % activation of signal), % at 10 µM; actives 0.83% (n = 360,000); P26358; in the data active means inhibition above about 50%
LMPTP block: blocks human LMPTP phosphatase. inhibition, % at 20 µM. P24666. AID 651560. recombinant LMPTP-A, OMFP fluorogenic substrate, fluorescence intensity. actives 0.22% (n = 360,000);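 active means compounds that cut the enzyme signal by at least half of the control window in the single-dose screen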;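 further: plate controls were DMSO wells with enzyme plus substrate for no effect and substrate without enzyme for full effect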
Target sequence (P24666 whole entry, looked up): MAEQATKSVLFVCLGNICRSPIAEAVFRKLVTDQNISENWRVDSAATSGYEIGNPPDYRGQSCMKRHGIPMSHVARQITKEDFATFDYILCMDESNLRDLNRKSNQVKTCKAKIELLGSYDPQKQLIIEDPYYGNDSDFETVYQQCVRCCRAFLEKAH
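Test system – LMPTP-A phosphatase enzyme · Quantity – 0.625 nM LMPTP-A final · Reagent – OMFP substrate, 400 µM final · Dosing – one test concentration per compound, 20 µM, with 3% DMSO overall · Timing – 50 min enzyme reaction at room temperature, protected from light · Detection – fluorescence intensity · Controls – substrate-only low control, DMSO enzyme-plus-substrate high control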
* hit, by the source's call; x = no result given.

Each structure is followed by: DNMT1 inh, bovine MsrA act, Scp-1 inhibitor, MsrA inhibitor, eLon inh, SUMO1-SIM PPI, LMPTP block, CendR NRP1 mod, TbMetRS inhib, STEP block
Cc1cc(-c2nn(-c3ccccc3F)cc2CN2CCCC(C(N)=O)C2)c(C)s1 (stereo not drawn)
→ 2, -3, -5, 0.5, -7, 2, -2.1, 6, -0.1, 0
O=C(O)c1nc(-c2ccccc2)n(-c2ccccc2)n1
→ 8, -2, -3, -0.8, 10, 14, -0.8, 11, 0.1, -4
O=C(Nc1cccc(S(=O)(=O)NC2=NCCCCC2)c1)c1cc(-c2ccco2)nc2ccccc12
→ 97*, -3, 90*, 2.5, -16, 12, 35, -42, -0.2, 0
COc1ccc(-c2nc(C(F)(F)F)c(OC)o2)cc1OC
→ 2, -4, -3, -1.5, -2, 1, 0.0, -4, -0.5, -3
CCOC(=O)C1=C(COC(=O)/C=C/c2ccc(F)cc2)NC(=O)NC1C (stereo not drawn)
→ 9, -4, x, 0.1, -4, -5, -0.1, 5, -0.4, -2
COC(=O)Nc1nnc(SCc2ccc(C)cc2)s1
→ 1, -13, 3, -0.2, 3, 0, 1.8, -17, -1.6, -1
COc1ccc(/C=N/N2CCN(c3ccccc3)CC2)cc1Br
→ 18, -2, -6, 1.4, 0, 1, -1.3, 9, 0.0, 3
CCCc1c(C)nn(-c2ncccc2[N+](=O)[O-])c1C
→ 2, -5, -7, 0.1, 0, -17, -0.7, -4, -0.1, -2
C=CCC[C@@H](Cc1ccc(F)cc1)C(=O)OCCNC(=O)[C@@H](CC=C)CC(=O)N(CCO)Cc1ccccc1
→ 7, 1, -6, 1.6, 2, -1, 1.4, 5, -0.3, 4
O=C(COc1ccc(-c2ccccc2)cc1)N1CCCC1
→ 4, -3, -4, -0.1, 1, -1, -0.9, 0, -0.1, -2
Cc1sc2nc(C3CC3)nc(SCC(=O)N3c4ccccc4CC3C)c2c1C (stereo not drawn)
→ 3, -10, 2, x, -3, 1, 3.8, -8, -1.4, 1
COc1ccc(NC(=O)c2ccccc2Sc2ccc(NC(C)=O)nc2)cc1
→ 3, -7, 7, -0.2, 9, 2, -0.5, 8, -0.9, 3
N#Cc1cnc(SCC(=O)N2CCCC2)nc1N
→ 1, -4, -2, -0.1, 14*, 8, -2.2, 5, -0.4, 1
COc1ccc(CNC(=O)CSCc2cccc(Cl)c2)cc1
→ 2, -8, 1, 0.2, -7, 0, -0.3, -5, -0.7, -4
NC(=O)CSc1oc(-c2ccco2)nc1S(=O)(=O)c1ccccc1
→ -2, -2, -8, -1.0, -8, 7, -0.4, -14, 0.1, 1
Cc1ccsc1/C=N/N1CCOCC1
→ 5, -12, 1, 1.9, 7, 0, 1.5, -5, 0.0, -2
COc1cccc(-n2nnc3c(=O)n(Cc4ccccc4Cl)cnc32)c1
→ 1, -1, -11, 1.6, -5, -1, -1.9, 0, -0.7, 3
O=C(c1cc(Cl)nc2ccccc12)N1CCCCC1
→ 0, -8, -9, -0.5, -2, 4, -1.2, -8, -0.8, -1
Cc1noc(NS(=O)(=O)c2ccc(NC(=O)/C=C/c3ccc(Cl)cc3Cl)cc2)c1C
→ 0, 3, x, 0.7, -12, 11, 0.8, 2, -0.1, 0
Cc1cccc(Cn2nnc3c2C(=O)c2ccccc2C3=O)c1
→ -2, -7, -16, -0.1, -4, -14, 3.4, 4, -1.0, -8
Cc1ccc(N2CC(C(=O)Nc3ccc(S(=O)(=O)NCC4CCCO4)cc3)CC2=O)cc1C (stereo not drawn)
→ -3, 1, -1, -0.8, -5, -1, -0.3, -4, -0.5, 1
Cc1nc(SC(C)C(=O)NC2CCCC2)c2ccccc2n1 (stereo not drawn)
→ 0, -3, -14, 2.2, 0, -2, -0.7, -16, -0.5, -2
O=C(Nc1ccccn1)c1ccc(Cl)c([N+](=O)[O-])c1
→ 2, -7, -9, 1.8, 6, -16, -1.5, 7, -0.7, -4
COc1cccc(OCC(=O)NCC2CCCO2)c1 (stereo not drawn)
→ 2, -3, -5, -0.7, -3, 10, -1.8, -6, -0.4, -1
COCCn1c(SCC(=O)N2CCOCC2)nnc1-c1ccncc1
→ 4, -1, -3, -0.3, 5, -5, -1.5, 11, 0.2, 0
CCOC(=O)c1c(C)[nH]c(C)c1S(=O)(=O)N1CCC(c2ccccc2)C1 (stereo not drawn)
→ 2, -1, -5, 0.1, 0, 6, 0.4, 9, 0.0, -2
Cc1cccc(/C=N/NC(=O)c2ccc(NC(=O)c3ccccc3C)cc2)n1
→ -1, -2, -12, -0.6, 3, 5, -1.2, 10, 0.3, 0
CC(C)N1C(=O)C2C(C(=O)NC3CCCCC3)C3C=CC2(O3)C1C(=O)NC1CCCC1 (stereo not drawn)
→ 3, 0, -11, 0.1, -1, -4, 0.4, 4, 0.3, 0
Cc1ccc(-n2nc3c(c2NC(=O)c2cc4ccccc4o2)CS(=O)(=O)C3)cc1
→ 1, -4, 4, -0.3, 3, -6, 0.3, 3, 0.5, 3
O=C(O)CN(c1ccccc1)C1SC(=O)NC1=O (stereo not drawn)
→ 2, -14, -2, 1.9, 11, -2, -0.5, 8, -0.7, -2
Cc1cc(Br)ccc1NC(=O)CCCOc1cc(=O)n(C)c2ccccc12
→ -2, 0, x, -0.4, -9, 3, -1.3, 1, 0.1, 2
CCc1nc2ccc(C(=O)N3CCN(C)CC3)cn2c1N(C)CCCc1ccccc1
→ -1, -2, x, 0.0, 5, 1, -5.4, -1, -0.2, -1
O=C(O)c1c(N2CCCCC2)ccc([N+](=O)[O-])c1N1CCCCC1
→ 3, -3, -11, -0.5, 3, -27, 0.2, 13, -0.8, -2
Cc1sc2ncn(CC(=O)NCCCN3CC(C)CC(C)C3)c(=O)c2c1S(=O)(=O)N1CC(C)CC(C)C1 (stereo not drawn)
→ -1, -4, 3, -1.2, 3, 0, 0.3, 9, -0.9, -1
O=C(/C=C/c1ccc2c(c1)OCO2)N1CCCCC1
→ 2, -7, -5, 1.3, 3, -5, -1.3, 3, 0.3, 1
Cc1ccc(Cn2cccc2/C=C2/C(=N)N3C=CSC3=NC2=O)cc1
→ 36, 0, -6, 0.7, -27, -1, 0.4, -23, -0.4, -3
CCCCN1CCN=C1N(C)C
→ 6, -7, -1, 0.0, -12, -1, -1.9, 13, 0.3, -1
O=C(COC(=O)c1cc2ccccc2cc1O)Nc1ccccc1F
→ -1, -2, -7, 0.6, -7, -2, -1.0, -10, -0.6, 0
O=C(NCC1(c2ccccc2)CCOCC1)c1cccs1
→ 3, -8, 0, -0.6, 2, 1, -0.9, 4, -0.8, -2
O=C(NCCCn1ccnc1)c1ccccc1Cl
→ -2, -2, 0, -0.7, -5, 0, -2.6, 12, -1.0, -1

Just LMPTP block, DNMT1 inh and bovine MsrA act, for 2 of the compounds above:
Structure	LMPTP block	DNMT1 inh	bovine MsrA act
Cc1ccc(-n2nc3c(c2NC(=O)c2cc4ccccc4o2)CS(=O)(=O)C3)cc1	0.3	1	-4
CCCCN1CCN=C1N(C)C	-1.9	6	-7

More entries.
Each structure is followed by: DNMT1 inh, bovine MsrA act, Scp-1 inhibitor, MsrA inhibitor, eLon inh, SUMO1-SIM PPI, LMPTP block, CendR NRP1 mod, TbMetRS inhib, STEP block
N#Cc1ccc(NC(=O)COC(=O)CCNS(=O)(=O)c2ccccc2)cc1
→ 0, -1, -4, -0.6, -2, 0, 0.8, 10, 0.5, 0
COC(=O)C1=C(C)N(C2CCCCC2)C(=O)/C1=C\c1cccs1
→ 0, -1, -11, 0.9, -13, -7, 1.0, 0, -0.5, 3
Cc1cc(C)c(NC(=O)COC(=O)C2CCC(=O)N2)c(C)c1 (stereo not drawn)
→ 0, -9, -6, 0.3, -5, 1, -0.7, 9, -0.2, 2
CC(C)C[C@H](NC(=O)c1nc[nH]c1C(=O)N[C@@H](CCCCNC(=O)OC(C)(C)C)C(=O)OC(C)(C)C)C(=O)OC(C)(C)C
→ -29, -7, -8, 0.2, 10, -1, 1.1, 16, -0.3, 1
CC(C)C(=O)N=C1SC2CS(=O)(=O)CC2N1Cc1ccccc1 (stereo not drawn)
→ 4, -7, 4, -0.4, -2, -3, -0.6, -11, -1.3, -2
COc1ccc(-n2nc(C(=O)NCC3CCCO3)c3ccccc3c2=O)cc1 (stereo not drawn)
→ 6, -2, -4, -0.3, 2, -9, -1.0, 17, -0.4, -1
CC(=O)c1ccc(NC(=O)C(C)N(C)CC(=O)Nc2ccccc2Cl)cc1 (stereo not drawn)
→ -3, -1, 10, 1.9, -1, 2, 0.4, 0, -0.6, -4
C/C(CC(=O)Nc1ccc(OCc2ccccc2)cc1)=N\NC(=O)C(=O)Nc1ccccc1C
→ -7, -1, -5, 0.8, -2, 0, 0.1, -2, -0.5, -3
O=C(NCCN1CCOCC1)c1ccc(Cl)c(S(=O)(=O)N2CCCC2)c1
→ 3, -7, 1, 0.0, -8, 1, -1.9, 10, -0.6, -1
COc1ccccc1/C=C/C=N/NC(=O)c1cnccn1
→ -5, -5, -6, 7.1*, -1, -20, 0.3, 7, -0.6, 3
CCOc1ccc(CO[C@@H]2O[C@H](CO)[C@@H](O)[C@H](O)[C@H]2NC(C)=O)cc1OC
→ 0, -1, -12, 0.1, 5, 5, -1.1, -7, -0.5, -3
C[C@@H]1C=C(C(=O)O)O[C@H](OCc2ccc(CO)cc2)C1
→ 4, -1, 0, -0.3, 3, -2, -0.3, -26, -0.5, -1
CC(=O)c1ccc(S(=O)(=O)N(CCCO)Cc2cc3cc4c(cc3[nH]c2=O)OCCO4)cc1
→ 3, -9, 6, 0.0, 8, -1, -0.2, 1, -0.8, -1
CC(=O)Nc1cccc(-n2nnc(SCC(N)=O)n2)c1
→ 2, -4, -8, -1.9, 2, 0, 0.0, -2, -0.5, -1
c1ccc2[nH]c(SCc3ccc(-c4nnco4)cc3)nc2c1
→ -4, -9, -7, -0.3, 2, -4, -1.5, 4, -0.1, -16
CCOC1CCCC(n2cnc3c(=S)nc[nH]c32)O1 (stereo not drawn)
→ 6, 0, -1, 2.0, 3, -2, -0.8, 8, -0.3, -1
O=C(NC(c1ccc(-c2ccccc2)cc1)c1cnccn1)C1CCN(Cc2ccc3c(c2)OCO3)CC1 (stereo not drawn)
→ -2, -6, x, -1.8, -6, -3, 0.1, -2, -0.2, -2
Cc1ccc(C(C(=O)NC2CCCC2)N(Cc2cccs2)C(=O)c2csnn2)o1 (stereo not drawn)
→ -1, -1, -2, 1.2, -15, -4, -0.4, 9, -0.2, -1
Brc1ccc2c(c1)CNc1c(ncnc1N1CCOCC1)O2
→ -1, -2, 0, 0.2, 0, 3, -0.1, 3, 0.2, 1
COc1cc(Cl)c(C)cc1NC(=O)c1ccccc1NC(=O)CN1CCN(C(C)=O)CC1
→ 4, -2, x, 0.5, -3, 3, -0.9, -3, -0.3, -4
O=Cc1ccc2noc(-c3ccc(F)cc3)c2c1
→ 0, -5, -2, 0.1, 20*, -13, 2.2, 24*, 0.7, -2
